FBW7 act – activators of human E3 ligase FBW7; AlphaScreen FBW7–phospho-cyclin E peptide binding, activator screen; 0.13% of 650,000 active; AID 1259310; Q969H0; normalized activity (activation), % at 26.1 µM; in the data active means normalized activity above about 1.9%;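 further: purified mutant Fbw7 with reduced substrate affinity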
TEAD-YAP inh – TEAD-YAP interaction inhibition; HEK-TIYL cells, TEAD-Gal4/YAP UAS-luciferase luminescence; inhibition, % at 9.12 µM; 1.4% of 640,000 active; AID 1259422; in the data active means inhibition above about 32%;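 further: 0% = median of test compound wells and 100% = reference inhibitor wells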
MITF primary – human MITF inhibition, primary screen. O75030. AlphaScreen MITF homodimerization, bead proximity signal. inhibition, % at 2.6 µM. 0.91% of 650,000 active. AID 1259374; in the data active means inhibition above about 50%;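 further: 0% = vehicle wells with protein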
Target sequence (O75030 whole entry, looked up): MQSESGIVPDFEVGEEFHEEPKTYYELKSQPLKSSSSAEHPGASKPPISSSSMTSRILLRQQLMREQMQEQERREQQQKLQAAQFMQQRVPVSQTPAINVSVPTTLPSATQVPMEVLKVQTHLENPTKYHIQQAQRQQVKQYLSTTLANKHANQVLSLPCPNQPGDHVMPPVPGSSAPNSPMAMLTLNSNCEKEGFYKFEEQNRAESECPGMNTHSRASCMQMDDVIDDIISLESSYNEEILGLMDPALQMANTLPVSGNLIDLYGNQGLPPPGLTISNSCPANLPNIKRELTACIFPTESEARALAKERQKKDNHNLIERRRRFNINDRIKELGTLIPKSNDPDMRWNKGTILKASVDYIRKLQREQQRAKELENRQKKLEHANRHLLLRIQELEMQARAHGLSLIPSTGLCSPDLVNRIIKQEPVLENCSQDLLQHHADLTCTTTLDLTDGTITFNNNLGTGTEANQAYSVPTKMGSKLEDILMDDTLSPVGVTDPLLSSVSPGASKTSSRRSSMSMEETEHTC
GPR151 activ – activates the human receptor GPR151; Q8TDV0; PathHunter beta-arrestin GPR151 cells, luminescence; activation, % at 11.2 µM; 1% of 650,000 active; AID 1508602; in the data active means activation above about 4.9%;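 further: 0% = median of compound wells and 100% = cells with positive control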
Target sequence (Q8TDV0 whole entry, looked up): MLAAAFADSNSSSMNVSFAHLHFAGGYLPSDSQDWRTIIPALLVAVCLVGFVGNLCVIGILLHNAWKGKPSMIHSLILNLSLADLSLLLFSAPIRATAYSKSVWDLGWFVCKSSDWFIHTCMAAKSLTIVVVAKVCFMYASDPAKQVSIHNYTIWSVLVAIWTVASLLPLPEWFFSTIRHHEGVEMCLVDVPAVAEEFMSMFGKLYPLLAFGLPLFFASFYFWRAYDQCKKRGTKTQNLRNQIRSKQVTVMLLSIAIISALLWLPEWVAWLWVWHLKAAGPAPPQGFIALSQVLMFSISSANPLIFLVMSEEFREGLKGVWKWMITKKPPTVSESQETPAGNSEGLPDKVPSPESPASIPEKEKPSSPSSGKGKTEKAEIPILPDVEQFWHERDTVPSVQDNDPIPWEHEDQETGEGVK
* marks the source's active call; other numbers are inactive results.

SMILES	FBW7 act	TEAD-YAP inh	MITF primary	GPR151 activ
COc1cccc(C2(CC(=O)N(C)Cc3ncc(C)[nH]3)CC(=O)N(C3CCCC3)C2=O)c1 (centres undefined)	0.2	-3	13	1.0
CC(C(=O)N1CCC2(CC1)CC2C(=O)Nc1cccc(F)c1)c1n[nH]c(=O)c2ccccc12 (centres undefined)	-0.1	0	-10	0.7
CCOC(=O)c1c(NC(=O)COC(=O)c2ccccc2[N+](=O)[O-])oc(C)c1C(C)=O	0.3	2	6	-0.9
O=C(Nc1ccc2c(c1)OCO2)C(c1ccccc1)N(Cc1ccccc1)c1ccccc1 (centres undefined)	-0.2	1	4	0.2
Cc1noc2c1C(c1ccsc1)C(C#N)=C(N)N2 (centres undefined)	-0.1	-10	-11	-0.9
Cc1ccc(CN2CCN3C(=O)[C@H](C)NC(=O)[C@H]3C2)s1	0.0	-4	-7	-0.8
COC(=O)c1ccc(C2C3CN(C)CC=C3C(C#N)=C(N)C2(C#N)C#N)cc1 (centres undefined)	-0.2	0	-10	-1.3
COCCNC(=O)C1CCN(c2nc(-c3ccc(OC)cc3)no2)CC1	-0.1	-3	0	-1.3
Cc1ccc(S(=O)(=O)N2CCN(c3ccc(F)cc3)C(=O)C2)cc1	0.1	-6	18	1.8
C=CCNC(=O)C1C(C=C(Cl)Cl)C1(C)C (centres undefined)	0.0	-2	-1	-0.1
CC(C)NC(=O)Cn1c2ccccc2n2c(SCC(=O)N3CCCCC3C)nnc12 (centres undefined)	0.4	0	-1	-4.7
CCOc1cccc(C2c3c(oc4ccc(F)cc4c3=O)C(=O)N2CCCN(C)C)c1 (centres undefined)	0.2	7	-4	0.8
CCC(C)(C)c1ccc(OC2=NS(=O)(=O)c3ccccc32)cc1	0.1	3	4	-0.5
CC1(C)Cc2c(c(=O)n(-c3ccccc3)c3ncnc(N)c23)CO1	0.0	5	-29	0.0
CC(=O)Nc1ccc(NC(=O)CCC(=O)OCC(=O)c2ccc(Br)cc2)cc1	0.0	0	-3	0.4
O=C(CCc1nnc(Cc2c[nH]c3ccccc23)o1)NCc1ccc2c(c1)OCO2	0.0	6	1	-0.6
CC(=O)N1CCN(C(=O)CCc2nc3ccccc3s2)CC1	-0.1	-1	6	0.8
COC(=O)c1ccccc1NC(=O)CSc1nc2ccccc2n1-c1ccccc1	-0.1	2	-13	-1.7
COc1ccc(/C=N/OCc2nc3ccccc3c(=O)n2/N=C/c2ccc(O)cc2O)cc1	-0.1	-1	0	1.0
COc1ccc(-c2nc3cc(F)c(Cl)cc3nc2-c2ccc(OC)cc2)cc1	0.3	3	7	1.2
COc1cccc(-c2nn(CN3CCC(C(N)=O)CC3)c(=S)n2C)c1	0.2	10	-3	-1.0
O=C(O)CSc1nc2c(c(C(F)(F)F)n1)CCCC2	0.0	-10	8	0.6
O=C1c2ccccc2C(=O)N1/N=C/C=C/c1ccccc1[N+](=O)[O-]	-0.1	5	-1	1.6
CCSc1nnc2c(n1)OC(c1ccc3c(c1)OCO3)Nc1ccc(Br)cc1-2 (centres undefined)	-0.1	-6	10	0.1
Cc1ccc(S(=O)(=O)NCc2nnc(SCc3ccccn3)n2C)cc1	-0.1	8	-2	0.0
C=CCOc1ccc(Br)cc1C1C(C#N)=C(N)Oc2cc(O)ccc21 (centres undefined)	0.6	4	17	0.7
O=C(Nc1ccc(-n2cccn2)cc1)C1CCN(Cc2cccc3c2OCO3)CC1	0.0	14	-16	0.3
CCOc1ncccc1C(=O)Nc1cccc(S(=O)(=O)NC2=NCCC2)c1	-0.1	2	1	1.4
COc1ccccc1-n1ncc2c(C)nnc(SCC(=O)NCc3ccc(F)cc3)c21	-0.1	-10	0	-0.8
Cc1cccc(C)c1NS(=O)(=O)c1cc2c3c(c1)CC(=O)N3CCC2	-0.2	-10	5	-1.1
COc1ccc(N2C(=O)CC(N3CCN(c4cccc(Cl)c4)CC3)C2=O)cc1 (centres undefined)	-0.1	-4	0	0.9
O=C(Nc1cc(C(=O)N2CCC(Cc3ccccc3)CC2)ccc1N1CC2CC(C1)c1cccc(=O)n1C2)c1cccs1 (centres undefined)	0.0	-4	13	-0.5
Cc1cc(Cl)ccc1OC(C)C(=O)Nc1cccc([N+](=O)[O-])c1 (centres undefined)	0.0	4	13	1.0
Cn1cc(-c2cnc3ccc(NCC4CC4)nn23)cn1	-0.4	5	12	-0.8
O=S(=O)(Nc1ccc(-c2ccc(N3CCCCC3)nn2)cc1)c1ccc(F)cc1	0.0	12	6	1.5
C/C(=N/NC(=O)c1ccc(Cl)cc1Cl)c1cccnc1	0.3	-9	6	2.0

Quoted from the listing:
GPR151 activ with Cn1cc(-c2cnc3ccc(NCC4CC4)nn23)cn1 stands at -0.8
GPR151 activ with Cc1cc(Cl)ccc1OC(C)C(=O)Nc1cccc([N+](=O)[O-])c1 (centres undefined) stands at 1.0
FBW7 act with O=C(Nc1ccc(-n2cccn2)cc1)C1CCN(Cc2cccc3c2OCO3)CC1 stands at 0.0
GPR151 activ with C=CCOc1ccc(Br)cc1C1C(C#N)=C(N)Oc2cc(O)ccc21 (centres undefined) stands at 0.7
GPR151 activ with COc1ccccc1-n1ncc2c(C)nnc(SCC(=O)NCc3ccc(F)cc3)c21 stands at -0.8

6 compounds picked at random from those above, as already listed:
SMILES	FBW7 act	TEAD-YAP inh	MITF primary	GPR151 activ
Cc1cccc(C)c1NS(=O)(=O)c1cc2c3c(c1)CC(=O)N3CCC2	-0.2	-10	5	-1.1
COc1ccc(N2C(=O)CC(N3CCN(c4cccc(Cl)c4)CC3)C2=O)cc1 (centres undefined)	-0.1	-4	0	0.9
COc1ccccc1-n1ncc2c(C)nnc(SCC(=O)NCc3ccc(F)cc3)c21	-0.1	-10	0	-0.8
CCOc1ncccc1C(=O)Nc1cccc(S(=O)(=O)NC2=NCCC2)c1	-0.1	2	1	1.4
O=C(Nc1ccc(-n2cccn2)cc1)C1CCN(Cc2cccc3c2OCO3)CC1	0.0	14	-16	0.3
O=S(=O)(Nc1ccc(-c2ccc(N3CCCCC3)nn2)cc1)c1ccc(F)cc1	0.0	12	6	1.5

(listing goes on)
SMILES	FBW7 act	TEAD-YAP inh	MITF primary	GPR151 activ
CCc1sc2nc(SCC(=O)NCCOC)n(-c3cccc(OC)c3)c(=O)c2c1C	0.3	-8	4	-2.6
CSCCC(C(=O)Nc1ccc(Cl)c(Cl)c1)N1C(=O)C2C3c4ccccc4C(c4ccccc43)C2C1=O (centres undefined)	0.0	-5	-18	0.5
COCCNc1ncnc2sc(C(=O)N(CCO)C(C)C)c(C)c12	0.1	-3	-10	0.0
Cc1ccc(Oc2ccc(N3C(=O)C4C5C=CC(C5)C4C3=O)cc2)cc1 (centres undefined)	-0.3	-32	-3	-1.4
O=[N+]([O-])c1cc(N2S(=O)(=O)c3ccccc3S2(=O)=O)ccc1F	-0.1	1	1	0.0
CN1CCN(c2ccc(-c3nc(NCCOc4ccccc4)c4ncn(-c5ccsc5)c4n3)cc2)CC1	-0.1	11	6	-0.4
CC(=O)NC(=O)c1cc2cc(Br)ccc2oc1=Nc1ccc(OC(F)(F)F)cc1	-0.1	0	4	2.6
CN(C)S(=O)(=O)N1CCC(Oc2cccc(C(=O)N3CCCO3)c2)CC1	0.1	8	9	0.2
O=C1OC(c2ccccc2F)=N/C1=C\c1ccccc1Br	0.3	1	10	1.1
O=C(Nc1ccc(N2CCC(NCCCc3cccnc3)CC2)cc1)c1ccccc1F	0.0	-3	9	-1.4
Cc1ccc(-c2nc3ccccc3c(=O)o2)cc1	0.0	-26	1	-9.4
Fc1cccc(Cl)c1-c1nnc2ccc(C(F)(F)F)cn12	0.0	1	2	-0.2
CCNc1ncc(C(=O)NC2CCN(Cc3ccccc3)CC2)s1	-0.1	-4	9	-0.2
NC(=O)C1CCN(c2nc(-c3ccc([N+](=O)[O-])cc3)cs2)CC1	0.1	-13	6	0.2
CCSc1nnc2c(n1)OC(c1cccc(F)c1)Nc1ccccc1-2 (centres undefined)	0.3	-19	18	-0.1
CC1=C/C(=N\Nc2nc(C)cc(=O)[nH]2)CC(C)(C)C1	-0.3	-4	4	0.1
CCOc1ccccc1NC(=O)Cc1nn(C)c(=O)c2ccccc12	0.0	17	10	0.1
CN(Cc1nc(-c2cccc(Br)c2)no1)S(=O)(=O)c1ccc(Cl)cc1	0.0	1	-20	-0.2
CCOC(=O)/C(C#N)=C1/C=C(C)NC(c2ccccc2O)=N1	0.0	-10	-28	-0.9
O=c1[nH]c(=O)n(-c2ccc(Cl)cc2)c(O)c1C=NCCCO	-0.1	-3	7	3.9
N/C(=N\OCc1cccc(F)c1)c1nonc1N	0.0	-25	7	-2.4
COc1ccccc1C(=O)Nc1ccc(-c2nnn(CC(=O)NCc3ccccc3)n2)cc1	0.0	-8	1	2.2
Nc1nccnc1C(=O)OCC(=O)c1cccs1	-0.4	6	-7	4.8
O=C(O)C1CCC(CNCc2ccccc2[N+](=O)[O-])CC1 (centres undefined)	-0.1	9	-3	2.2
CCC1(C)NC(=S)N2N1C(=S)NC2(C)CC (centres undefined)	0.4	-1	4	-1.0
O=C(N/N=C/c1ccc([N+](=O)[O-])cc1)c1ccc(Br)cc1	-0.2	-5	4	7.8*
CN(Cc1ccccc1)C(=O)Cn1ncc2ccsc2c1=O	0.0	-30	-7	5.6*
CCNc1nc(NCC)n2c(SCC(=O)c3ccccc3Cl)nnc2n1	0.0	3	-3	1.0
C/C(=N\NC(=O)c1ccccc1F)c1ccccn1	0.0	-46	7	0.9
Cc1c(C(=O)N2CCN(c3cccc(Cl)c3)CC2)sc2ncnc(N3CCN(c4ccccn4)CC3)c12	-0.1	-22	10	-0.7
CC1(C)CC2(CC(C)(C)OC2=O)C(=O)O1	-0.5	0	1	-0.4
O=C(COC(=O)c1cccc(C(=O)OCC(=O)c2ccccc2)n1)c1ccccc1	0.0	5	2	-0.8
COc1ccccc1-c1noc(CCl)n1	-0.1	4	8	-0.6
Nc1ccc(S(=O)(=O)N2CCCC2C(=O)O)cc1 (centres undefined)	1.0	0	17	-0.7
Cc1cc(NS(=O)(=O)c2c(C)noc2C)ccc1C(C)C	0.1	1	6	2.5
CCOC(=O)N1CCN(c2ncnc3c2c(-c2ccccc2)cn3-c2ccc(OCC)cc2)CC1	-0.1	2	-10	1.9
CCn1c(=O)c2cc(C(=O)NCCCN3CCCC3=O)sc2c2ccccc21	0.1	-3	-4	-0.5
O=C(CCSc1nc2ccccc2s1)N1CCOCC1	-0.2	-26	6	0.8
Cc1cc(C(=O)NN2C(=O)CSC2c2ccc(-n3ccnc3)cc2)c(C)o1 (centres undefined)	0.0	-1	-6	-0.6
CCN(Cc1ccccc1)C(=O)C1CC2CCCN2C12C(=O)Nc1ccccc12 (centres undefined)	0.0	6	2	-1.2
Cc1ccc(C(=O)Nc2ccon2)cc1S(=O)(=O)N1CCCC1	0.3	1	8	-0.8
CCOc1ccc(C2=NN3C(C2)c2cccc(OCC)c2OC3c2cc(OC)ccc2OC)cc1 (centres undefined)	-0.1	1	-2	0.6
Cc1ccn(CCOC(=O)Nc2ccc(Cl)cc2)n1	0.0	-67	-10	-2.5
CCCN(CCC)S(=O)(=O)c1ccc(NS(=O)(=O)c2ccccc2[N+](=O)[O-])cc1	0.1	2	2	-0.2
O=C(CC1C(=O)NCCN1Cc1ccc(-c2ccccc2)cc1)NCCCn1cccn1 (centres undefined)	0.2	1	16	2.9
CN(C)C(=O)COC(=O)c1ccc(Cl)cc1N	0.0	-1	2	0.7
Oc1ccc(/C=N/NC(=S)Nc2cccnc2)cc1O	-0.3	-9	9	-1.0
Cc1ccc(C(=O)N[C@H]2C[C@H]3C(=O)N[C@@H](Cc4ccccc4)C(=O)N3C2)cc1F	-0.2	1	14	0.4

In a second layout: four of the compounds above.
molecule,FBW7 act,TEAD-YAP inh,MITF primary,GPR151 activ
Cc1ccc(C(=O)Nc2ccon2)cc1S(=O)(=O)N1CCCC1,0.3,1,8,-0.8
CCOc1ccc(C2=NN3C(C2)c2cccc(OCC)c2OC3c2cc(OC)ccc2OC)cc1 (centres undefined),-0.1,1,-2,0.6
Cc1ccn(CCOC(=O)Nc2ccc(Cl)cc2)n1,0.0,-67,-10,-2.5
CCCN(CCC)S(=O)(=O)c1ccc(NS(=O)(=O)c2ccccc2[N+](=O)[O-])cc1,0.1,2,2,-0.2

(continued)
SMILES	FBW7 act	TEAD-YAP inh	MITF primary	GPR151 activ
CCOC(=O)c1c(NC(=O)COc2ccccc2C)sc2c1CCC2	0.0	-8	-11	3.1
O=C(NC12CC3CC(CC(C3)C1)C2)N1C2CCC1CC(O)(c1cccnc1)C2 (centres undefined)	0.1	-11	-3	0.5
Cc1ccc(-c2ccc(/C=N/NC(=O)CN3CCCC3)o2)cc1Cl	-0.5	-11	-6	-0.9
CCC(C)NC(=O)c1c[nH]c2ccc(S(=O)(=O)N3CCC4(CC3)OCCO4)cc2c1=O (centres undefined)	0.0	0	1	1.2
CSc1ccccc1NC(=O)c1c(F)cccc1Cl	0.1	4	-5	1.1
CCOC(=O)C1CCCN(C2CC(=O)N(c3ccccc3)C2=O)C1 (centres undefined)	0.2	1	6	0.8
O=C(Nc1c(F)cc(F)cc1Br)c1cc(S(=O)(=O)N2CCOCC2)ccc1F	-0.1	3	13	0.2
Cc1ccc(C2=N/C(=C/c3ccc([N+](=O)[O-])cc3)C(=O)O2)cc1	0.1	2	-7	7.9*
O=[N+]([O-])c1ccc(O)c(C=Nc2ccc3nc[nH]c3c2)c1	0.2	0	10	-1.6
COc1cc(N2CCN(C(=O)c3c(F)cccc3F)CC2)nc(C)n1	0.1	5	6	0.7
COc1ccc(CN2CCC3(CC2)CC3C(=O)N(C)Cc2cscn2)cc1OC (centres undefined)	0.2	9	6	-1.6
